# Rin1 Abl inh: blocks binding of human Rin1 to Abl; inhibition, % at 7.35 µM; P00519+Q13671; hit rate 0.4% among 360,000; TR-FRET Rin1/Abl binding, biochemical; in the data active = inhibition above about 5%, passing the limit was not always enough
# Target sequence (P00519 whole entry, looked up): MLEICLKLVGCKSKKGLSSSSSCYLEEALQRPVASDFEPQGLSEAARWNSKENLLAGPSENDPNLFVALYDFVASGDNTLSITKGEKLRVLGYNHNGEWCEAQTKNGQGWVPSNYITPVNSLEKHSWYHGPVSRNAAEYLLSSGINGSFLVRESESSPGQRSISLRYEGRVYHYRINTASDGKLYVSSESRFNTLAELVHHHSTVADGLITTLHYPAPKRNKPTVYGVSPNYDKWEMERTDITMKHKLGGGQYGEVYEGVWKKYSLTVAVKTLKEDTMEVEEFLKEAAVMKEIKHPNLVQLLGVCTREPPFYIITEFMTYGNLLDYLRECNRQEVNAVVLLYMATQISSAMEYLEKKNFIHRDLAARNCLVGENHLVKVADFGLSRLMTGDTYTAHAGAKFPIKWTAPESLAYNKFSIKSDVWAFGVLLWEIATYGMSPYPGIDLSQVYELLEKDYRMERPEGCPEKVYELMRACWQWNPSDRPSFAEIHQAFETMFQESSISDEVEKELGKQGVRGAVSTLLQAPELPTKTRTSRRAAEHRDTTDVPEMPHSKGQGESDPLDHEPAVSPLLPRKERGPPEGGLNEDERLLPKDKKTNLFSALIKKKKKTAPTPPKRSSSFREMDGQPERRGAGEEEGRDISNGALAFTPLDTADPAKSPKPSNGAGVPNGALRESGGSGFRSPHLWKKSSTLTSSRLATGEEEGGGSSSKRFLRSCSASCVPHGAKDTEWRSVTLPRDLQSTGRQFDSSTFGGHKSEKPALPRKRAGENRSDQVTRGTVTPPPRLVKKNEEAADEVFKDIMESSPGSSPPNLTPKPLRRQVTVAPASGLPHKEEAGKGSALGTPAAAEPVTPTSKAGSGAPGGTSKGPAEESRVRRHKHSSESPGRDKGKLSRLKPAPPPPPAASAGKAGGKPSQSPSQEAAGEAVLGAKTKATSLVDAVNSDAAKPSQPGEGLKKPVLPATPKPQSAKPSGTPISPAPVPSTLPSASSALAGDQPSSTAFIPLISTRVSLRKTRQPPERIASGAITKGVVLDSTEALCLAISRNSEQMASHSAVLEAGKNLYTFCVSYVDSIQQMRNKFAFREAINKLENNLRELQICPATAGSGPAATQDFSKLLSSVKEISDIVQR
# Target sequence (Q13671 whole entry, looked up): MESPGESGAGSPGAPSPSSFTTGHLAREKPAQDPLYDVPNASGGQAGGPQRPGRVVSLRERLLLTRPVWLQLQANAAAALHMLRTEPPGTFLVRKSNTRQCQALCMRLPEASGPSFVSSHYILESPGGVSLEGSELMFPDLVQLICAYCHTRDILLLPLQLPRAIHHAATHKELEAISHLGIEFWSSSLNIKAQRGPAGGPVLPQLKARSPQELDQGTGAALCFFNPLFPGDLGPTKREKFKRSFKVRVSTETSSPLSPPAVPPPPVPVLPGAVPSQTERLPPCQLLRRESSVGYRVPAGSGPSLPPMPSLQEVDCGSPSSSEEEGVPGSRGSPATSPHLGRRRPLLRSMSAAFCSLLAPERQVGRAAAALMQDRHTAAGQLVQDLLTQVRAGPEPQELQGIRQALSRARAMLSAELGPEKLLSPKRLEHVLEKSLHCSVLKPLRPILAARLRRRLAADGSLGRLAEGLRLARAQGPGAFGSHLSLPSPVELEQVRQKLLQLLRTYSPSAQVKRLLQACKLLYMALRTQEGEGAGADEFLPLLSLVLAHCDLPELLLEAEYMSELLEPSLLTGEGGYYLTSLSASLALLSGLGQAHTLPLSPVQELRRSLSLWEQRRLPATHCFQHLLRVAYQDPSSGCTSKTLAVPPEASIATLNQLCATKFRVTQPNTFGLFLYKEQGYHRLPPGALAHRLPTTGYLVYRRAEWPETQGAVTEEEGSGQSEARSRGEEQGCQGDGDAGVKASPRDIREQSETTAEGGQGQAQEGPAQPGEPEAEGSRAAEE
# NadD block: inhibitors of Staphylococcus aureus NadD; purified NadD enzyme, colorimetric absorbance read-out; hit rate 0.78% among 360,000; inhibition, % at 20 µM; in the data active = inhibition above about 26%; note: some compounds past the cut are filed as inactive
# FAS TE block: FAS thioesterase (human) inhibition. P49327. recombinant FAS-TE, OMFH fluorogenic substrate, fluorescence endpoint. inhibition, % at 15 µM. hit rate 0.67% among 360,000. AID 602261;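 active = compounds whose normalised, plate-corrected inhibition of enzyme fluorescence in the single-dose primary screen is 50% or more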;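 note: 0% = DMSO with enzyme and 100% = substrate without enzyme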
# SKN-1 block: blocks SKN-1 activity in C. elegans | C. elegans VP596 Pgst-4::GFP/RFP ratio, acrylamide-induced, 24 h | AID 624304 | inhibition, % at 21.8 µM | hit rate 0.49% among 360,000;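 active = interference check ratio from 0.5 to 1.5 plus GFP to RFP signal ratio inhibition reaching or exceeding a fixed threshold, cut at about 30% in these data, passing the limit was not always enough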; note: some compounds called inactive have numbers as strong as hits
# PABP1 MLLE inh: inhibitors of microRNA-mediated deadenylation, human PABP1 MLLE binding; P11940; GST-MLLE / FITC-PAM2 fluorescence polarization; inhibition, % at 20 µM; hit rate 0.36% among 360,000; in the data active = inhibition above about 35%, passing the limit was not always enough;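 note: plate controls were DMSO wells with GST-MLLE for no effect and wells lacking GST-MLLE protein for full effect; some results filed as inactive read as strong as hits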
# MT1-MMP act inh: inhibitors of human MT1-MMP activation; P50281; HT1080 RFP-PRO-GFP cells, GFP/RFP ratio fluorescence, overnight; percent of plate control window, DMSO zero; GFP/RFP ratio change, % at 20 µM; hit rate 0.061% among 360,000; AID 651647;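 active = GFP/RFP ratio change of at least 30% with cell ATP level not reduced by more than half and red fluorescence within 50% of control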; note: strong numbers were not always called active
#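 Assay system: HT1080 RFP-PRO-GFP cells | Dosing: 20 µM single dose, 1% DMSO | Incubation: Cells overnight before dosing, compound overnight, 37 °C, 5% CO2 | Evaluation: GFP/RFP fluorescence ratio | Control set: DMSO-only wells and HT1080 RFP-L50D-GFP cell wells as references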
# Neddyl block: inhibitors of human cullin neddylation; calls only at 25 µM; P61081+Q13564; AID 651699; hit rate 0.58% among 360,000; TR-FRET cullin neddylation, biochemical; in the data active = inhibition above about 36%
# CSN deneddyl inh: CSN deneddylation inhibition; inhibition, % at 12.5 µM; hit rate 0.38% among 360,000; AID 651999; Purified CSN, SCF-Nedd8-OG deneddylation, fluorescence polarization; Q92905;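 active = pattern-corrected inhibition above about 35%, with an unprinted fluorescence ratio check between 0.5 and 1.5, limit read from the data, passing the limit was not always enough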;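 note: 0% = enzyme with substrate and 100% = substrate without enzyme; some results filed as inactive read as strong as hits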
#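 Test system: Human Csn5 produced in HEK293T cells | Compound: 12.5 µM single point | Times: 90 min, room temperature | Signal: Fluorescence polarization readout | Read-out basis: % inhibition of substrate cleavage by Csn5 | Controls: no-enzyme wells high, enzyme-with-substrate wells low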
# Rpn11 block: Rpn11 (human) deubiquitinase inhibition. human 26S proteasome, Ub4-pepOG fluorescence polarization; 20S core pre-blocked with epoxomicin. calls only at 20 µM. hit rate 0.59% among 360,000. AID 588493;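 active = inhibition at 20 µM, scaled to each plate's controls, above about 33%, limit read from the data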
# * = called active by the depositor; i = inactive; . = not tested or not shown.
# Preview, six compounds:
# Each structure is followed by: Rin1 Abl inh | NadD block | FAS TE block | SKN-1 block | PABP1 MLLE inh | MT1-MMP act inh | Neddyl block | CSN deneddyl inh | Rpn11 block
> CN(Cc1nc2ccccc2c(=O)[nH]1)CC(O)COCc1ccco1 (stereo unspecified)
    -4 | 6 | -7 | -23 | 1 | 9 | i | 1 | i
> COc1ccc(Nc2nc3cc(-c4sccc4C)sc3c(=O)n2C)cc1OC
    3 | 0 | 16 | -6 | -6 | 4 | i | 2 | i
> CC(=O)NC1C(=O)N=C(SCC(=O)Nc2cccc(Cl)c2)NC1=O (stereo unspecified)
    0 | -1 | -2 | -4 | 8 | -8 | i | 6 | i
> O=C(Cc1cccs1)NCCc1ccc(F)cc1
    -1 | -3 | -4 | 11 | 5 | 2 | i | -1 | i
> Cc1ccc(C(NC(=O)N2CCCCC2)=C(Cl)Cl)cc1F
    7 | 3 | 15 | 2 | -26 | -2 | i | 2 | i
> Cc1nc2ccccc2c(=O)n1Cc1ccco1
    -2 | -3 | -6 | 13 | 5 | 4 | i | -1 | i

# The listing, repeating the preview:
# Each structure is followed by: Rin1 Abl inh | NadD block | FAS TE block | SKN-1 block | PABP1 MLLE inh | MT1-MMP act inh | Neddyl block | CSN deneddyl inh | Rpn11 block
> CN(Cc1nc2ccccc2c(=O)[nH]1)CC(O)COCc1ccco1 (stereo unspecified)
    -4 | 6 | -7 | -23 | 1 | 9 | i | 1 | i
> COc1ccc(Nc2nc3cc(-c4sccc4C)sc3c(=O)n2C)cc1OC
    3 | 0 | 16 | -6 | -6 | 4 | i | 2 | i
> CC(=O)NC1C(=O)N=C(SCC(=O)Nc2cccc(Cl)c2)NC1=O (stereo unspecified)
    0 | -1 | -2 | -4 | 8 | -8 | i | 6 | i
> O=C(Cc1cccs1)NCCc1ccc(F)cc1
    -1 | -3 | -4 | 11 | 5 | 2 | i | -1 | i
> Cc1ccc(C(NC(=O)N2CCCCC2)=C(Cl)Cl)cc1F
    7 | 3 | 15 | 2 | -26 | -2 | i | 2 | i
> Cc1nc2ccccc2c(=O)n1Cc1ccco1
    -2 | -3 | -6 | 13 | 5 | 4 | i | -1 | i
> CCOC(=O)c1cnc2c(ccc3ccccc32)c1NCCO
    -3 | -1 | 2 | 14 | 3 | 3 | i | 1 | i
> Cc1ccc(NS(=O)(=O)c2ccc(Cl)s2)nc1
    0 | 0 | -5 | -22 | 5 | 2 | i | -2 | i
> Cc1c(Cc2ccccc2)c(=O)oc2cc(O)ccc12
    -1 | 0 | 8 | 1 | 11 | -5 | . | -7 | i
> COc1ccc(CN2CCNC(=O)C2CC(=O)N(Cc2nccn2C)C(C)C)c(OC)c1 (stereo unspecified)
    2 | 4 | -4 | 1 | 9 | 3 | i | -3 | i
> CC/C(Cc1ccccc1)=N\NC(=O)c1cc(C)oc1C
    4 | -3 | -3 | 2 | -6 | 5 | i | -6 | i
> COc1ccc2[nH]c(=O)c(CN(C(=O)c3cccnc3)c3ccccc3C)cc2c1
    1 | -4 | -4 | -11 | -5 | 0 | i | 4 | i
> CSc1ccc(CN(C)C(=O)c2ccc(S(=O)(=O)Nc3ccccc3)cc2)cc1
    1 | -1 | 13 | 1 | 4 | 2 | i | 4 | i
> CCOCCn1c(SCc2cccc(C)c2)nc2c1c(=O)[nH]c(=O)n2C
    -1 | -4 | -17 | -21 | -14 | 2 | i | -2 | i
> Cc1c(C#N)c2ccccc2n1CC(=O)NC(C)c1ccccc1 (stereo unspecified)
    2 | -7 | 6 | 3 | -14 | 1 | i | 5 | i
> CN(C(=O)C1CCN(S(=O)(=O)c2ccccc2[N+](=O)[O-])CC1)C1CCCCC1
    1 | 2 | 4 | 20 | 8 | 4 | i | 2 | i
> COc1ccc(/C=N/NC(=O)CCn2c3ccccc3c3ccccc32)cc1OC
    -1 | -2 | 6 | -7 | -6 | -3 | i | 4 | i
> O=S(=O)(c1ccc(Br)cc1)c1nc(-c2ccco2)oc1NCC1CCCO1 (stereo unspecified)
    3 | -1 | 0 | 4 | -2 | -4 | i | -2 | i
> Cn1c(C(=O)NCc2ccco2)cc2c(=O)[nH]c3ccccc3c21
    -2 | 5 | -2 | -18 | -9 | 8 | i | -2 | i
> c1ccc(CSc2ncnc3sccc23)cc1
    -4 | -3 | 25 | 43* | -5 | -6 | i | 5 | i

# Record cards, from the list above. Screens in order: Rin1 Abl inh, NadD block, FAS TE block, SKN-1 block, PABP1 MLLE inh, MT1-MMP act inh, Neddyl block, CSN deneddyl inh, Rpn11 block
# Cc1c(Cc2ccccc2)c(=O)oc2cc(O)ccc12 is listed as -1, 0, 8, 1, 11, -5, ., -7, i
# Cn1c(C(=O)NCc2ccco2)cc2c(=O)[nH]c3ccccc3c21 is listed as -2, 5, -2, -18, -9, 8, i, -2, i
# c1ccc(CSc2ncnc3sccc23)cc1 is listed as -4, -3, 25, 43*, -5, -6, i, 5, i
# Cc1ccc(NS(=O)(=O)c2ccc(Cl)s2)nc1 is listed as 0, 0, -5, -22, 5, 2, i, -2, i
# O=S(=O)(c1ccc(Br)cc1)c1nc(-c2ccco2)oc1NCC1CCCO1 (stereo unspecified) is listed as 3, -1, 0, 4, -2, -4, i, -2, i

# New compounds follow:
# Each structure is followed by: Rin1 Abl inh | NadD block | FAS TE block | SKN-1 block | PABP1 MLLE inh | MT1-MMP act inh | Neddyl block | CSN deneddyl inh | Rpn11 block
> O=C(NC1CCCCC1)C(c1c(F)cccc1Cl)N(C(=O)c1csnn1)C1CC1 (stereo unspecified)
    5 | 1 | -1 | 14 | 23 | -2 | i | 1 | i
> COc1ccc(Nc2cc(C)nc(N)n2)cc1
    1 | 3 | 1 | 6 | 10 | 2 | i | -3 | i
> CC(Sc1ccccc1)C(=O)NN=C1CCCC1 (stereo unspecified)
    2 | 0 | -3 | -2 | 12 | 4 | i | 6 | i
> CCOC(=O)CN1N=C(/C=C/c2ccc(C(C)C)cc2)CCC1=O
    5 | -1 | 7 | 5 | -6 | 0 | i | -5 | i
> CCOC(=O)C1(Cc2cccc(OC)c2)CCCN(C(=O)c2ccccc2C)C1 (stereo unspecified)
    4 | -4 | 0 | 3 | 14 | -3 | i | -2 | i
> Cc1cc(C)nc(N/N=C/c2cccc(Cl)c2)n1
    -4 | -10 | -1 | 8 | -11 | -4 | i | 10 | i
> COc1ccc(NC(=O)COC(=O)c2ccc(-n3cnnn3)cc2)c([N+](=O)[O-])c1
    1 | -2 | -6 | -16 | 7 | -1 | i | -3 | i
> COc1cccc(C(=O)N(C)CC(=O)Nc2cccc3ccccc23)c1
    0 | 8 | -2 | 1 | 1 | 4 | i | -2 | i
> CCN(CC)C(=O)COc1ccc2oc(C)c(C(=O)OC(C)C)c2c1
    1 | 8 | -5 | 11 | -24 | 2 | i | -7 | i
> COC(=O)c1ccc(Cl)cc1NC(=O)/C=C/c1ccc(C)o1
    2 | -1 | -4 | 8 | 15 | -6 | i | 3 | i
> NCCOc1ccccc1Cc1ccccc1
    -1 | -4 | -16 | 3 | 11 | -5 | i | -1 | i
> CN(Cc1ccc(OC(F)F)cc1)C(=O)c1cccc(S(=O)(=O)N2CCN(c3ccccc3)CC2)c1
    -3 | 3 | 29 | -3 | 13 | 10 | i | 5 | i
> C[C@H](CO)N1C[C@H](C)[C@@H](CN(C)C)Oc2c(NC(=O)C3CC3)cccc2C1=O
    3 | -8 | -9 | 4 | 1 | 1 | i | -4 | i
> CCCCN(C)C(=O)C1CCC(CNS(=O)(=O)c2ccc3c(c2)CC(C)N3C(C)=O)CC1 (stereo unspecified)
    0 | 2 | -5 | 25 | -19 | 3 | i | -1 | i
> COc1ccc(CN(Cc2nc3ccccc3c(=O)[nH]2)C(=O)NC2CCCCC2)cc1
    0 | -3 | 4 | -11 | 5 | -4 | i | -2 | i
> COc1cccc(-c2nc(CS(=O)(=O)CC(=O)NC3CC3)c(C)o2)c1
    0 | -8 | -4 | -10 | -1 | 0 | i | 2 | i
> COc1cccc(NC(=O)N2CCc3ccccc3C2)c1
    3 | -4 | -1 | -9 | 12 | 0 | i | 1 | i
> Cc1ccc(C(=O)NNC(=O)CSc2nnc(C(C)C)n2C)cc1
    -3 | -5 | -3 | -3 | 4 | 0 | i | 1 | i
> COc1cc(NC(=O)CN2CCC(C)CC2)c(C)cc1[N+](=O)[O-]
    2 | -3 | -6 | 9 | 4 | 4 | i | -15 | i
> COc1ccc(-c2nn(-c3ccccc3)cc2/C=N/NC(=S)NC(C)C)cc1OC
    0 | 5 | 56* | 9 | -11 | -25 | i | -2 | i
> CCOC(=O)C1(C)CCN1C(=O)COc1ccc(C(C)(C)C)cc1 (stereo unspecified)
    2 | -7 | 3 | -2 | 6 | 7 | i | -3 | i
> O=c1oc2cc(Cl)ccc2n1CSc1nc2ccccc2s1
    0 | -4 | 11 | 17 | 5 | 1 | i | 1 | i
> O=C(c1c(F)c(F)c(F)c(F)c1F)N1CCc2ccccc21
    -3 | 5 | -6 | 20 | -7 | -68 | i | 3 | i
> CCOc1ccccc1N1CCN(S(=O)(=O)c2cc(C)ccc2OC)CC1
    4 | 3 | 14 | 0 | -11 | -5 | i | -3 | i
> C=CC[n+]1c(C)csc1Nc1ccc(C)cc1
    2 | 3 | 12 | 1 | -2 | -4 | i | -5 | i
> O=C(CNC(=O)c1cccnc1)N/N=C/c1ccc(O)cc1O
    -2 | -2 | -17 | -3 | 5 | 1 | i | -3 | i
> COc1cc(/C=N/NC(N)=O)ccc1OC(=O)c1cccs1
    0 | -5 | -6 | 2 | 1 | -3 | i | -1 | i
> CS(=O)(=O)N(CC(=O)NCc1cccnc1)C1CCCCC1
    4 | -11 | -4 | -8 | 8 | -6 | i | 2 | i
> COc1cc(-c2nc(-c3cccc(C)c3)no2)cc(OC)c1OC
    4 | -7 | 33 | 4 | 10 | 1 | i | 1 | i
> C/C(=N\NC(=O)CNC(=O)c1cccnc1)c1cccc(O)c1
    -3 | -2 | -4 | 7 | -7 | -12 | i | 2 | i

# Hits appear at their usual frequency, and some 3.9% of all compounds hit somewhere here.
